Assay outcomes (PubChem)
MRP resist rev: reversal of MRP1-mediated doxorubicin resistance, primary screen, H69AR cells, doxorubicin co-treatment | H69AR cells + 2 uM doxorubicin, CellTiter-Glo, 72 h | differential viability (reversal), % at 10 µM | 85,000 compounds, 0.04% hits;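 active = viability drop by adding the cancer drug above about 55%, with treated viability meeting a 40% cutoff, limit read from the data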;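 note: viability without doxorubicin minus viability with 2 µM doxorubicin for each compound; larger differential means the compound sensitizes cells more to doxorubicin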
IL1B NFkB pot: enhancers of NFkB p65 translocation in HUVEC – imaging, IL-1B stimulus, high-content imaging, primary screen. HUVEC IL-1B NFkB p65 nuclear translocation imaging. activation, % at 2 µM. AID 819, 2007. 94,000 compounds, 0.3% hits;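 active = activation above 40%, about the mean plus 3 SD, also judged a hit on visual image review; inconclusive = activation above 40% but not a hit on visual review; inactive = activation not above 40% and no visual hit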;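 note: percent activation is computed from the nuclear over cytoplasmic p65 intensity ratio; values of inactives mirror those of a sister screen read the other way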
Bcl-B TR3 displacers: displacers of TR3 peptide from Bcl-B, primary screen, selectivity assay for Bfl-1 inhibitor project, biochemical, fluorescence polarization; AID 748, 2007; displacement, % at 20 µM; hits with a dose series show IC50 in µM; FP displacement of FITC-TR3 peptide from Bcl-B; higher % means a stronger effect; 96,000 compounds, 0.11% hits; Bcl-2-like protein 10 (Homo sapiens);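 active = displacement above 50% at 20 µM plus a fluorescence interference ratio under 1.5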;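 note: plate controls were wells without compound for no effect and wells lacking Bcl-B protein for full effect; a part of the inactive calls stands beside numbers as strong as those of hits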
PLAP inhibitors HTS: PLAP enzyme inhibitors, biochemical, luminescence, HTS (AID 690). Alkaline phosphatase, placental type (Homo sapiens). purified PLAP, luminescent substrate; higher % means a stronger effect. inhibition, % at 20 µM; hits with a dose series show IC50 in µM. 96,000 compounds, 0.08% hits; in the data active = a potency from the dose series; inactive = the rest, 99 in 100 with inhibition below about 30%; note: strong numbers were not always called active
NFkB transloc inh: inhibitors of IL-1B driven NFkB p65 nuclear import, primary screen, imaging, HUVEC, IL-1B stimulus, high-content imaging; HUVEC IL-1B NFkB p65 nuclear translocation imaging; inhibition, % at 2 µM; AID 796, 2007; 94,000 compounds, 0.43% hits;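 active = inhibition above about 30% together with a positive call from visual inspection of the well image, limit read from the data; inconclusive = inhibition above a set limit but visual check negative; inactive = inhibition not above a set limit, visual check negative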;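 note: nuclear over cytoplasmic p65 intensity ratio measured by imaging; 0% = IL-1B stimulated DMSO wells and 100% = unstimulated DMSO wells; values of inactives mirror those of a sister screen read the other way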
MRP resist rev cytotoxicity: second read-out of MRP resist rev, no call of its own (marks repeat the call); viability, %; H69AR cells, CellTiter-Glo, 72 h; measured here: cytotoxicity without doxorubicin
MRP resist rev with doxorubicin: further read-out of MRP resist rev, marked with its call; viability, %; measured here: viability with 2 uM doxorubicin; active compounds read low
NFkB transloc inh cell count 2 µM: recorded beside NFkB transloc inh, whose call it bears; cell count; measured here: cells passing quality filter;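 raw number of nuclei counted in each imaged well without normalization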
IL1B NFkB pot cell count 2 µM: further read-out of IL1B NFkB pot, marked with its call; cell count; measured here: cells passing quality filter
An asterisk follows results filed as active; ? = inconclusive; · = not tested or not shown. Not all compounds are listed; rates above refer to the full screens.

The line under a structure holds: MRP resist rev cytotoxicity, NFkB transloc inh cell count 2 µM, MRP resist rev, NFkB transloc inh, IL1B NFkB pot cell count 2 µM, MRP resist rev with doxorubicin, IL1B NFkB pot, PLAP inhibitors HTS, Bcl-B TR3 displacers
- Cc1ccc(C)c(NC(=S)NNC(=O)c2sccc2C)c1
 : ·, 158, ·, 14, 158, ·, -14, -155%, 0%
- O=C(O)CCC(=O)NNC(=O)CCCOc1ccc(Cl)cc1Cl
 : ·, 127, ·, -27, 127, ·, 27, 10%, -9%
- O=C(Nc1ccc(Cl)cc1)NC1(C(=O)NCCCN2CCOCC2)CCCCC1
 : 97, 182, -5, 9, 182, 102, -9, -173%, -3%
- COC(=O)C1(S(=O)(=O)C2(C(=O)OC)CCCC2)CCCC1
 : 94, 142, 25, -6, 142, 69, 6, -29%, 1%
- O=C(c1ccc2snnc2c1)N1CCSCC1
 : 35, 113, -54, -21, 113, 89, 21, 22%, 3%
- Cc1ccc(-c2nnc(N3CCN(C(=O)CN4C(=O)c5ccccc5C4=O)CC3)c3ccccc23)cc1
 : 93, 168, 8, -16, 168, 85, 16, ·, ·
- Cc1nc2sc(C(=O)O)c(N)c2c2c1COC(C)(C)C2
 : 93, 130, 25, -32, 130, 69, 32, -45%, 0%
- Cc1cc(NC(=O)CN2CCC(n3nnc4cc(C(F)(F)F)ccc43)CC2)no1
 : 78, 150, -4, -20, 150, 82, 20, -9%, 2%
- COc1ccc(CNS(=O)(=O)c2ccc3c(c2)CCN3C(=O)C2CC2)cc1
 : 92, 131, 5, 4, 131, 86, -4, 9%, -10%
- COc1ccccc1-c1nnc(NC(=O)c2ccc(S(=O)(=O)N(C)C)cc2)o1
 : 102, 198, -1, -2, 198, 103, 2, -5%, -17%
- O=C(On1c(-c2ccccc2)nc2ccccc2c1=O)c1ccco1
 : 95, 52, 10, 0, 52, 85, 0, 12%, -4%
- CCOC(=O)c1ccc(NC(=O)C2CCN(S(=O)(=O)CC)CC2)cc1
 : 70, 134, -5, -16, 134, 76, 16, 8%, -2%
- CCOC(=O)N1CCN(C(=O)CN2C(=O)CC(C)(C)S(=O)(=O)c3ccccc32)CC1
 : 72, 68, -6, 28, 68, 78, -28, 7%, 2%
- COc1ccc(-n2nc(C(=O)N3CCC(C#N)CC3)c3c4ccccc4n(C)c3c2=O)cc1
 : ·, 45, ·, -42, ·, ·, ?, ·, ·
- O=C(CN(C(=O)Cn1nnc(-c2ccccc2F)n1)c1cccc2c1CCCC2)NCc1ccccc1
 : ·, 175, ·, 3, 175, ·, -3, -196%, -5%
- CCCCCn1c(C(Cc2ccccc2)NC(C)=O)nc2ccccc21 (stereo not given)
 : 63, 37, 4, 1, 37, 60, -1, -34%, -5%
- NC(=O)CSc1nnc(COc2ccccc2)n1C1CCCCC1
 : 97, 133, 5, -5, 133, 92, 5, -17%, 0%
- O=C(NCc1cccnc1)C1CCCCN1S(=O)(=O)c1ccc(F)cc1 (stereo not given)
 : 101, 193, 1, 10, 193, 100, -11, 2%, -3%
- Cn1c(=O)oc2cc(S(=O)(=O)NC3CCCCCCC3)ccc21
 : 104, 142, 8, -14, 142, 96, 13, 20%, 3%
- Cc1cccc(NC(=O)C23CCC(C)(/C(=N/O)C2)C3(C)C)c1 (stereo not given)
 : 99, 151, 5, -25, 151, 94, 25, 13%, -4%
- CCOc1ccc(-n2c(N)c(C(=O)NCC3CCCO3)sc2=S)cc1 (stereo not given)
 : 95, 137, 11, -2, 137, 84, 2, -6%, -1%
- CC1CCCCC1NCC(=O)Nc1ccccc1-c1ccccc1 (stereo not given)
 : 74, 131, 1, -4, 131, 73, 4, ·, ·
- COc1ccc2oc(=O)c(C(C)=O)cc2c1
 : 99, 91, 19, 4, 91, 80, -4, 19%, -3%
- Cc1c(O)ccc(-c2[nH]ncc2-c2nc3ccccc3s2)c1O
 : 92, 202, 5, -2, 202, 87, 2, -117%, 8%
- Cc1nnc2n(Cc3ccccc3)c(=O)c3c4c(sc3n12)COC(C(C)C)C4 (stereo not given)
 : ·, 99, ·, -3, 99, ·, 3, -15%, 2%
- Cc1ccc(NC(=O)C2CCCN(S(=O)(=O)c3cnc[nH]3)C2)c(Br)c1 (stereo not given)
 : 101, 52, 16, 3, 52, 85, -3, -66%, 6%
- Cc1ccc(C)c(-n2c(CNC(=O)c3ccco3)nnc2SCC(=O)Nc2nnc(C)s2)c1
 : 93, 52, 8, -8, 52, 85, 8, -35%, -6%
- CC(C)Oc1ccc(C(=O)O)c(C(=O)O)c1
 : 84, 172, -9, -14, 172, 94, 14, 12%, 6%
- O=C1CC(N2CCN(Cc3ccc4c(c3)OCO4)CC2)C(=O)N1c1cccc(Cl)c1 (stereo not given)
 : 101, 83, -1, -14, 83, 102, 14, -64%, -3%
- Cc1cc(SCC(N)=O)nc(SCC(=O)c2ccccc2)n1
 : 97, 124, 8, -21, 124, 89, 21, 5%, -5%

9 compounds out of the list, arranged by number of heavy atoms, falling.
The line under a structure holds: MRP resist rev cytotoxicity, NFkB transloc inh cell count 2 µM, MRP resist rev, NFkB transloc inh, IL1B NFkB pot cell count 2 µM, MRP resist rev with doxorubicin, IL1B NFkB pot, PLAP inhibitors HTS, Bcl-B TR3 displacers
- CCOC(=O)N1CCN(C(=O)CN2C(=O)CC(C)(C)S(=O)(=O)c3ccccc32)CC1
 : 72, 68, -6, 28, 68, 78, -28, 7%, 2%
- Cc1cc(NC(=O)CN2CCC(n3nnc4cc(C(F)(F)F)ccc43)CC2)no1
 : 78, 150, -4, -20, 150, 82, 20, -9%, 2%
- COc1ccccc1-c1nnc(NC(=O)c2ccc(S(=O)(=O)N(C)C)cc2)o1
 : 102, 198, -1, -2, 198, 103, 2, -5%, -17%
- CCCCCn1c(C(Cc2ccccc2)NC(C)=O)nc2ccccc21 (stereo not given)
 : 63, 37, 4, 1, 37, 60, -1, -34%, -5%
- O=C(On1c(-c2ccccc2)nc2ccccc2c1=O)c1ccco1
 : 95, 52, 10, 0, 52, 85, 0, 12%, -4%
- Cc1c(O)ccc(-c2[nH]ncc2-c2nc3ccccc3s2)c1O
 : 92, 202, 5, -2, 202, 87, 2, -117%, 8%
- Cc1cccc(NC(=O)C23CCC(C)(/C(=N/O)C2)C3(C)C)c1 (stereo not given)
 : 99, 151, 5, -25, 151, 94, 25, 13%, -4%
- Cc1nc2sc(C(=O)O)c(N)c2c2c1COC(C)(C)C2
 : 93, 130, 25, -32, 130, 69, 32, -45%, 0%
- COc1ccc2oc(=O)c(C(C)=O)cc2c1
 : 99, 91, 19, 4, 91, 80, -4, 19%, -3%

Following part.
The line under a structure holds: MRP resist rev cytotoxicity, NFkB transloc inh cell count 2 µM, MRP resist rev, NFkB transloc inh, IL1B NFkB pot cell count 2 µM, MRP resist rev with doxorubicin, IL1B NFkB pot, PLAP inhibitors HTS, Bcl-B TR3 displacers
- Cc1nn(C)c(C(=O)Nc2ccc(S(=O)(=O)NC34CC5CC(CC(C5)C3)C4)cc2)c1Br
 : 107, 175, 17, 0, 175, 90, 0, ·, ·
- Cc1nc2oc(C(=O)c3ccc(Br)cc3)c(N)c2c2c1COC(C)(C)C2
 : 54, 160, 3, 0, 160, 51, 0, -25%, -4%
- Cn1c(SCC(N)=O)nnc1C1CCN(C(=O)NCc2ccccc2)CC1
 : 103, 147, 7, -4, 147, 97, 5, 6%, -2%
- O=S(=O)(NCc1ccc2c(c1)OCO2)c1ccc2oc3ccccc3c2c1
 : 87, 96, 3, 3, 96, 84, -3, ·, ·
- CN(C)S(=O)(=O)c1ccc(S(=O)(=O)N(CC(=O)Nc2ccccc2)CC2CCCO2)cc1 (stereo not given)
 : 78, 88, -5, 0, 88, 83, 0, 20%, -2%
- CCOc1ccccc1-n1c(COc2ccccc2)nnc1SCC(N)=O
 : 94, 185, 5, -7, 185, 89, 7, -48%, -5%
- CCCCn1c(CN2CCN(c3cccc(Cl)c3)CC2)nc2c1c(=O)[nH]c(=O)n2C
 : 19, 109, -38, 4, 109, 58, -4, ·, ·
- Cn1c(=O)n(CC(=O)OCc2ccccc2)c(=O)c2c1nc1n2CCCN1C1CCCCC1
 : 78, 160, 49, -7, 160, 28, 7, ·, ·
- CC1(C)Cc2ccccc2-c2nnc(-c3cccc(O)c3)n21
 : ·, 182, ·, 2, 182, ·, -2, -10%, -4%
- Cc1ccccc1NC(=O)CC1SCCNC1=O (stereo not given)
 : ·, 153, ·, -9, 153, ·, 9, -5%, -1%
- CC(C)c1nc(N2CCOCC2)c(C#N)c2c1CCC2
 : 91, 85, 9, -10, 85, 82, 10, -10%, -1%
- Cc1cn(S(=O)(=O)c2ccc(Br)cc2)cn1
 : 101, 153, -5, -9, 153, 105, 9, -5%, 0%
- CC1(C)CC(=O)c2cnn(-c3nc4ccccc4[nH]3)c2C1
 : 79, 206, 3, -8, 206, 75, 8, -110%, 3%
- C=CCOc1c(CNc2ncn[nH]2)cccc1OC
 : 95, 162, 1, -12, 162, 95, 12, -38%, -1%
- CC(C)(C)NC(=O)CN(C(=O)c1ccc(CN2CCOCC2)o1)c1ccc2c(c1)OCCO2
 : 85, 211, 0, -23, 211, 85, 23, -38%, 5%
- COc1ccc(-n2nnnc2SCc2nc3ccccc3s2)cc1
 : 75, 204, -29, -4, 204, 104, 4, 26%, -47%
- C=C(C)CSc1nc(N)c(C#N)c(-c2ccc(C)cc2)c1C#N
 : 49, 150, -19, 1, 150, 67, -1, -6%, -4%
- CCOC(=O)c1c(-c2cccc(C)c2)csc1NC(=O)C1CC=CCC1C(=O)O (stereo not given)
 : ·, 159, ·, -2, 159, ·, 2, -20%, -7%
- CCN=C1SC(CC(=O)Nc2ccc(N3CCOCC3)cc2)C(=O)N1CC (stereo not given)
 : 79, 134, -8, -2, 134, 87, 2, 11%, -4%
- COc1ccc(-c2nc3ccccc3o2)cc1NC(=O)c1ccc(Br)o1
 : 59, 117, -21, 9, 117, 80, -9, -39%, -24%
- O=C(N/N=C/c1ccc(O)cc1)c1ccc(NC(=O)c2ccccc2Br)cc1
 : ·, 139, ·, 5, 139, ·, -5, -4%, -17%
- CCCc1cc(=O)[nH]c(SCC(=O)Nc2ccc(OC(F)F)cc2)n1
 : 99, 100, -5, 5, 100, 104, -5, 7%, 9%
- NC(=O)C1CCN(C(=O)CCSc2ccccc2)CC1
 : 99, 116, 12, 8, 116, 87, -8, ·, ·
- O=C(NCCSc1ccccc1)c1ccccc1
 : ·, 156, ·, 3, 156, ·, -3, -11%, -9%
- COc1ccc(Cn2c(CCC(=O)Nc3ccc(C)c(C)c3)nc3cccnc32)cc1
 : 37, 189, -11, 4, 189, 48, -3, -54%, -55%
- Cc1snc(S(=O)(=O)/C(C#N)=N\Nc2ccccc2)c1C#N
 : 91, 83, 4, -24, 83, 87, 24, 0%, -2%
- CC(C)n1c(CNC(=O)c2ccccc2)nc2ccccc21
 : 89, ·, 20, ·, ·, 69, ·, 14%, -1%
- CCOc1ccc(S(=O)(=O)n2cc(-c3ccccc3)c(N)n2)cc1
 : 103, 158, 15, -6, 158, 88, 6, 4%, 1%
- CC(OC(=O)CCc1nc2ccccc2[nH]c1=O)C(=O)c1ccccc1 (stereo not given)
 : 97, 169, 8, -1, 169, 88, 1, -1%, -5%
- COc1ccc(OC)c(NC(=O)CCN2CCN(c3ccccc3)CC2)c1
 : 75, ·, 2, ·, ·, 73, ·, -59%, 1%
- O=C(Cn1c(=O)sc2ccccc21)N1CCOCC1
 : 93, 138, 13, -10, 138, 80, 10, 1%, -15%
- Cc1c(CCO)c(=O)n(C)n1C(=O)c1ccc(F)cc1
 : ·, 156, ·, 0, 156, ·, 0, -9%, -2%
